# PKM2 act: qHTS Assay for Activators of Human Muscle isoform 2 Pyruvate Kinase; Pyruvate kinase PKM (Homo sapiens), P14618; purified PKM2, Kinase-Glo ATP luminescence, activation; response scale: 0% is enzyme alone, no compound; Potency, µM (highest dose often 57.5 µM), without a hit: at the top dose activation, usual class: activators; 0.34% of 260,000 active; note: potency is the fitted concentration of half-maximal effect; % is set by controls: 0 for no effect and ±100 for the full control effect; nearly all actives have a fitted effect of over 55% in size
#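 hPK-M2, >95% pure; 0.1 mM ADP / 0.5 mM PEP final; imidazole pH7.2 buffer w/ 7 mM MgCl2, 50 mM KCl; 1 h RT; Kinase-Glo lum. Intermediate enzyme activity for dual inhibitor/activator qHTS.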
# Giardia killer: Small Molecules that selectively kill Giardia lamblia: qHTS. activity change, % at 7.66 µM, hits read low. 0.15% of 340,000 active. Giardia lamblia trophozoite viability; in the data active = activity change below about -80%; inconclusive = between about -30% and that limit;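 note: parasites exposed to compound for two days anaerobically before the ATP read; % is set by controls: 0 for no effect and ±100 for the full control effect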
#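 Giardia lamblia trophozoites (100 cells/well) were incubated with compounds for 48 h at 37 deg C under anaerobic conditions. Viability was read as ATP content by one-step luminescence after 15-30 min at room temperature.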
# Tb PFK block: qHTS Assay to Find Inhibitors of T. brucei phosphofructokinase; T. brucei PFK, ADP-Glo luminescence; Potency, µM (series often up to 57.5 µM), for the others: at the top dose activity, negative = inhibition, actives largely listed as inhibitors; 0.17% of 330,000 active;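 note: potency is the fitted concentration of half-maximal effect; 0% = uninhibited 1x PFK enzyme wells and -100% = no-enzyme wells; nearly all actives have a fitted effect of over 60% in size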
# Target sequence (O15648 whole entry, looked up): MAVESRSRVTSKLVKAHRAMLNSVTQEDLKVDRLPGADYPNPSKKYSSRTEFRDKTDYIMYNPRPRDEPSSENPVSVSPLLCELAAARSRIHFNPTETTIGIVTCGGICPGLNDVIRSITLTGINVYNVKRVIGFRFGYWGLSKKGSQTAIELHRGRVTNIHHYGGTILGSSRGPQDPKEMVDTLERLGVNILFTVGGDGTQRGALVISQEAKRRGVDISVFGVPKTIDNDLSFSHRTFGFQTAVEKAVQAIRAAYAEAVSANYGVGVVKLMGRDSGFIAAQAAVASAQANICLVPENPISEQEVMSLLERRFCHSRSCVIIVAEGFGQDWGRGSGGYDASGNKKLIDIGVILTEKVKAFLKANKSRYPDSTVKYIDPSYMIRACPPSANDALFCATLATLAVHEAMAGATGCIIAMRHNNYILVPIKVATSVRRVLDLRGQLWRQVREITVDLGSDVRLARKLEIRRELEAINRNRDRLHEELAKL
#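 1.25 nM PFK with 0.5 mM F6P and 0.1 mM ATP in 0.1 M TEA pH 8.0, 5 mM MgCl2, incubated 45 min at room temperature; ADP measured by ADP-Glo luminescence; compounds titrated up to 57 uM.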
# B2AR arrestin: qHTS assay of beta-arrestin-biased ligands of beta2-adrenergic receptor | Beta-2 adrenergic receptor (Homo sapiens), P07550 | beta-arrestin recruitment to beta2AR, cell-based reporter | Potency, µM (doses to about 46.1 µM), without a hit: top-dose activation, usual class: activators | 0.02% of 330,000 active | AID 492947, 2010;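 note: potency is the fitted concentration of half-maximal effect; 0% = DMSO controls and full agonism = EC100 isoproterenol or metaproterenol; nearly all actives have a fitted effect of over 65% in size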
# TSG101-PTAP inh: qHTS Assay for Iinhibitors of HIV-1 Budding by Blocking the Interaction of PTAP/TSG101. Tumor susceptibility gene 101 protein (Homo sapiens), Q99816. Fluorescence polarization, FITC-PTAP peptide / Tsg101 binding. Potency, µM (titrated, usually from 115 µM), for the others: at the top dose activity change, negative = inhibition, usual class: inhibitors. 340,000 tested, under 10 active; active = well fitted inhibition curve with a large enough effect in the main read-out, with a control signal flat, not every such curve was filed as active; inconclusive = small, poorly fitted or top-dose-only effect, or effect the other way, or a change in a side signal; inactive = no such curve, though single readings can be large or run the other way; note: potency is the fitted concentration of half-maximal effect; % of control where 0% means no effect
# Target sequence (Q99816 whole entry, looked up): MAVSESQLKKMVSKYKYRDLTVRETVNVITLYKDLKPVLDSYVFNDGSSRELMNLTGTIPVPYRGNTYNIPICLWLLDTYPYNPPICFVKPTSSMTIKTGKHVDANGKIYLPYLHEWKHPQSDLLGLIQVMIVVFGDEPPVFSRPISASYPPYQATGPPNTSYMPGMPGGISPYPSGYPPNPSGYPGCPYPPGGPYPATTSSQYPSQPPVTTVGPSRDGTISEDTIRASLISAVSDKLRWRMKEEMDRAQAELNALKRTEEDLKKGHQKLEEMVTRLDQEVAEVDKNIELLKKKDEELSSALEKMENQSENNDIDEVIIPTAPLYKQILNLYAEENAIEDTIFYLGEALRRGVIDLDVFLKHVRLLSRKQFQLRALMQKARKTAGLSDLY
#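 Fluorescence polarization binding of Tsg101 binding domain (10 uM final) to FITC-labeled PTAP peptide (50 nM final) in HEPES pH 7.5 buffer with NaCl, Tween 20, EDTA, TCEP. Compounds added before peptide; binding 20 min at RT.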
# a7 integrin act: qHTS for Activators of Integrin-Mediated Alleviation for Muscular Dystrophy; alpha7betagal myoblasts, beta-gal FDG fluorescence, 48 h; Potency, µM (titrated, usually from 38.3 µM), for the others: top-dose activation, usual class: activators; 0.064% of 350,000 active;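 note: potency is the fitted concentration of half-maximal effect; 100% = response of the positive control SU9516; nearly all actives have a fitted effect of over 60% in size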
#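 alpha7betagal+/- myoblasts (passage 13, 250/well) treated 48 h at 37C with compounds at 1:260 dilution of DMSO stock. Lysed, then beta-galactosidase activity read as FDG fluorescence (ex 480/em 540) after 30 min, with pre-read for autofluorescence.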
# Menin-MLL TR inh: qHTS Assay for Inhibitors Targeting the Menin-MLL Interaction in MLL Related Leukemias: Competition With Texas Red Labeled MLL-derived Mutant Peptide | Menin + Texas Red MLL mutant peptide, fluorescence polarization | Potency, µM (titrated, usually from 61.6 µM), inactives show at the top dose FP activity change, negative = inhibition, most hits filed as inhibitors | 0.23% of 270,000 active; active = well fitted inhibition curve with a large enough effect in the polarisation, with a control signal flat, not every such curve was filed as active; inconclusive = small, poorly fitted or top-dose-only effect, or effect the other way, or a change in a side signal; inactive = no such curve, though single readings can be large or run the other way; the % refers to the polarisation; note: potency is the fitted concentration of half-maximal effect; % of control where 0% means no effect; many of its hits are not listed in these tables
# GALK inh: qHTS Assay for Inhibitors of Human Galactokinase (GALK); Potency, µM (top dose mostly 57.5 µM), for inactives: top-dose activity change, negative = inhibition, most hits filed as inhibitors; AID 1868, 2009; 0.007% of 270,000 active; Purified GALK, Kinase-Glo residual ATP luminescence; note: potency is the fitted concentration of half-maximal effect; % is set by controls: 0 for no effect and ±100 for the full control effect
#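 Compounds were pin-transferred into ATP buffer (35 uM final), then GALK plus galactose (5 nM, 100 uM final) was added. After 1 h at room temperature, Kinase-Glo Plus was added and luminescence read after 10 min.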
# Coupling enz: qHTS Assay for Inhibitors of Fructose-1,6-bisphosphate Aldolase from Giardia Lamblia: Coupling assay counterscreen; coupling enzyme system counterscreen, AmpLite Red fluorescence; activity change, negative = inhibition, % at 58.2 µM, hits read low; 0.67% of 290,000 active; in the data active = activity change below about -30%; note: % is set by controls: 0 for no effect and ±100 for the full control effect
#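 Fluorescence at 525 nm excitation and 598 nm emission measured inhibition of the coupled detection system without aldolase. Compounds (at 57.5 uM final) were preincubated 10 min at room temperature with coupling enzyme reagent before a 20 min substrate/AmpLite Red step.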
# S-ASM inh: Inhibitors of Secretory Acid Sphingomyelinase (S-ASM): qHTS. Sphingomyelin phosphodiesterase (Homo sapiens), P17405. 0.006% of 340,000 active. placental ASM, HMU-PC fluorogenic substrate, 60 min. Potency, µM (top dose mostly 57.5 µM), for inactives: at the highest dose activity change, negative = inhibition, most hits filed as inhibitors. AID 504937, 2011; note: potency is the fitted concentration of half-maximal effect
#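 qHTS format. ASM enzyme prepared from human placenta hydrolyses the fluorogenic substrate HMU-PC0 (9 uM final) over 60 min at 37 °C after a 10 min compound preincubation.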
# Chronic BCR inh: qHTS Assay to Find Inhibitors of Chronic Active B-Cell Receptor Signaling | 0.05% of 340,000 active | Potency, µM (titrated, usually from 46.1 µM), inactives show at the highest dose ratio change, negative = lower green/red ratio, most hits filed as inhibitors | ABC-DLBCL IkBa-CBG/CBR reporter, luminescence ratio, 4 h; active = well fitted inhibition curve with a large enough effect in the signal ratio, with a control signal flat, not every such curve was filed as active; inconclusive = small, poorly fitted or top-dose-only effect, or effect the other way, or a change in a side signal; the % refers to the signal ratio;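 note: potency is the fitted concentration of half-maximal effect; plate controls were basal doxycycline-induced cells for no effect and cells given 10 µM MG132 for full effect; MG132 reads +100%, hits lower the ratio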
#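 TMD8 ABC-DLBCL cells carrying doxycycline-inducible green luciferase fused to IkappaBalpha plus unfused red luciferase were exposed to compounds (up to 46 uM) for 4 hrs at 37C. Activity came from the overlap-corrected green/red luminescence ratio.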
# The depositor's hits bear a star; ? = inconclusive; nt = not tested or not shown; [ ] = dose if it differs, or a comment. Unless noted, calls come from the whole dose curve; as a rule, active = well fitted curve in the direction sought with a large enough effect; inconclusive = small, poorly fitted or top-dose-only effect, or another doubt; inactive = no such curve, though single readings can be large; an effect the other way counts as inactive or inconclusive. This is a subset; count on the stated rates, not on these rows.
SMILES,PKM2 act,Giardia killer,Tb PFK block,B2AR arrestin,TSG101-PTAP inh,a7 integrin act,Menin-MLL TR inh,GALK inh,Coupling enz,S-ASM inh,Chronic BCR inh
CCc1ccc(-n2c(SCC(=O)c3ccc4c(c3)NC(=O)CO4)nc3ccccc3c2=O)cc1,2%,7,2%,0.3%,-1%,-19%,7%,-2%,3,0%,?
COc1ccccc1N1CCN(C(=O)N2CCOCC2)CC1,-10%,0,5%,-0.3%,-4%,0%,15%,0%,2,4%,0%
O=C(NC1CCCC1)C(c1ccco1)N(C(=O)c1ccco1)c1ccc(F)cc1 (centres undefined),nt,3,-1%,-0.6%,-1%,?,nt,1%,-1,-3%,0%
CCOC(=O)c1[nH]c2ccccc2c1NC(=O)C1CCCC1,-5%,-11,-1%,-0.9%,0%,-6%,nt,-2%,-1,4%,0%
Cc1cccc(Nc2ncc3c(n2)CC(C)CC3=O)c1 (centres undefined),-4%,-19,1%,0.4%,-2%,18%,5%,-3%,3,-3%,?
CCOC(=O)c1csc(NC(=O)c2cc(=O)c3ccccc3o2)n1,-2%,11,2%,0.4%,-6%,11%,46%[activator],0%,-12,-5%,-5%
O=C(CSc1nnc(NC2CCCCC2)s1)Nc1ccc(N2CCOCC2)cc1,-5%,5,0%,-1.4%,nt,20%,9%,-2%,-3,-3%,11%
CC(CNC(=O)C1CCCCC1C(=O)O)c1ccccc1 (centres undefined),-6%,-8,-2%,0.0%,-4%,-6%,nt,0%,1,-2%,3%
COc1cc(-c2cc(C(=O)OCC(=O)NC3CC3)c3ccccc3n2)cc(OC)c1OC,nt,9,-6%,0.0%,-2%,-13%,nt,nt,nt,-4%,-5%
Cc1ccc(NC(=O)CSc2nc(-c3ccco3)cc(C(F)(F)F)n2)cc1C,12%,0,-8%,0.1%,1%,-14%,9%,1%,1,4%,-1%
Cc1cc(C(F)F)n2nc(C(=O)Nc3ccccc3Br)nc2n1,-11%,-2,0%,4.8%,0%,4%,?,-2%,-1,1%,?
COc1cc(C(=O)O)nc2ccc([N+](=O)[O-])cc12,-4%,3,4%,-0.7%,-2%,-6%,8%,-1%,-18,-2%,2%
COc1ccc(CC(=O)NNC(=O)c2ccc(Br)s2)cc1OC,nt,-19,0%,-0.2%,0%,?,nt,nt,nt,-3%,?
O=C(C1CCC1)N1CCc2cc(S(=O)(=O)NCCN3CCN(c4ccccc4F)CC3)ccc21,4%,1,-1%,-0.3%,-9%,-51%[inhibitor],0%,-2%,-1,-2%,11%
COC(=O)c1ccccc1NC(=O)C1CCCN(S(=O)(=O)c2ccccc2)C1 (centres undefined),2%,-7,3%,0.0%,-5%,-46%[inhibitor],8%,0%,-3,-3%,-2%
Cc1ccccc1C(=O)Nc1cccc(NC(=S)NC(=O)c2cccs2)c1,-3%,18,-8%,-0.1%,-1%,-13%,-116%,1%,5,0%,?
CCOc1ccc(OCCC(=O)OCC(=O)Nc2cc(S(=O)(=O)N3CCOCC3)ccc2C)cc1,nt,-21,-24%,0.5%,-1%,-26%,nt,nt,nt,7%,?
COc1ccc(-n2nc(C(=O)NCC(=O)N3CCCC3)c3ccccc3c2=O)c(OC)c1,-1%,13,-2%,0.0%,-1%,-9%,-6%,0%,0,12%,4%
Oc1ccccc1N=N/C(=N/Nc1ccccc1O)c1ccccc1,nt,?,2%,0.1%,-1%,18%,nt,nt,nt,0%,-12%
CC1CCCN(Cc2cccc(Oc3ccccc3)c2)C1 (centres undefined),5%,6,0%,0.5%,-5%,-25%,-18%,-4%,3,0%,8%
COc1cc(/C=C(/C#N)C(=O)NCCCc2ccccc2)ccc1OCC(=O)O,0%,-10,0%,-0.8%,0%,0%,6%,1%,4,7%,0%
CCN1CCN(C(=O)C2CCN(Cc3nc(-c4cccc(Cl)c4)oc3C)CC2)CC1,-5%,30[activator],0%,-0.4%,-1%,0%,-6%,3%,0,0%,?
COc1cc(CC(NC(C)=O)C(=O)NC2CCN(C(=O)c3cc(OC)c(OC)c(OC)c3)CC2)cc(OC)c1 (centres undefined),-10%,-6,-3%,0.1%,1%,-6%,13%,2%,1,5%,0%
COc1ccc(OC)c(/C=N/N2CCN(c3ccc(Cl)cc3)CC2)c1,nt,-22,-5%,-0.8%,-1%,?,3%,0%,1,-1%,-2%
O=C(COC(=O)CCSc1ccc(Cl)cc1)NCCc1ccccc1,10%,-1,12%,-0.1%,-3%,0%,7%,0%,3,nt,?
CCn1cc(CNC(=O)c2cc(-c3ccccc3OC)nc3ccccc23)c(C)n1,-30%,8,5%,0.1%,-14%,-11%,-1%,-1%,-1,5%,8%
CCS(=O)(=O)c1ccc2oc(Nc3cc(C)cc(C)c3)nc2c1,1%,16,-2%,-0.1%,-10%,0%,?,-3%,-6,-11%,?
Cc1ccc(S(=O)(=O)N(C)CC(O)Cn2c3ccccc3c3ccccc32)cc1 (centres undefined),-2%,15,-1%,0.1%,0%,15%,1%,0%,1,-5%,?
CCc1ccc(N(C(=O)CCC(=O)Nc2cc(C)on2)C(C(=O)NC(C)(C)C)c2ccc(OC)cc2)cc1 (centres undefined),2%,-25,-2%,0.1%,-2%,-6%,-17%,4%,1,-4%,-12%
CCOC(=O)/C(N=Nc1sc(C(=O)OC)c(C)c1C(=O)OCC)=C(\O)CCl,1%,-2,0%,-0.4%,0%,-6%,4%,1%,0,-2%,1%
CN1CCN(C(=O)c2cc(=O)c3cc(Cl)ccc3o2)CC1,nt,5,-3%,-0.9%,-7%,34%,-2%,-1%,-1,0%,0%
COc1ccc(S(=O)(=O)N2CC(C)OC(C)C2)cc1C(=O)N1CCCCC1 (centres undefined),nt,-22,2%,0.0%,1%,-1%,nt,-4%,nt,0%,0%
CCC(Sc1nc2ccsc2c(=O)n1Cc1ccc(C(=O)O)cc1)C(=O)Nc1ccc(C)c(Cl)c1 (centres undefined),nt,-5,-5%,0.4%,-5%,-78%[inhibitor],nt,-2%,nt,-3%,6%
Cc1ccc2c(c1)-c1c(ssc1=S)C(C)(C)N2C(=O)c1ccco1,-17%,2,-23%,-0.4%,-5%,-18%,?,-5%,0,-22%,-1%
Oc1c(Br)cc(C2N=C(c3ccccc3)NO2)cc1Br (centres undefined),-2%,-7,0%,-1.3%,-1%,21%,16%,-4%,-1,-5%,?
O=C(CN(c1cccc(Cl)c1)S(=O)(=O)c1ccc(Cl)cc1)NCc1ccccn1,1%,12,0%,0.6%,-1%,19%,nt,1%,nt,0%,2%
COc1cc2ccccc2cc1C(=O)Nc1ccc(N2CCN(C(=O)C(C)C)CC2)cc1,nt,-7,1%,-0.3%,-2%,8%,nt,3%,nt,-15%,-1%
CCOC(=O)N1CCN(C(=O)c2cn(CC)c3cc(N4CCN(C)CC4)c(F)cc3c2=O)CC1,11%,nt,-5%,-0.1%,nt,nt,-1%,0%,2,nt,0%
COc1cccc(-c2cc(C(=O)NCC3CCCO3)c3ccccc3n2)c1 (centres undefined),1%,4,-1%,-0.3%,-1%,-8%,11%,3%,2,1%,?
COc1ccc(CCNC(=O)c2ccc(N3CCCC3=O)cc2)cc1,-5%,9,-2%,0.1%,0%,-24%,0%,-1%,3,1%,8%
Cc1cc(-c2c(C)[nH]n(-c3ccc(Cl)cc3)c2=O)n(-c2ccccc2)n1,1%,4,1%,0.1%,2%,4%,12%,-1%,16,-11%,1%
O=S(=O)(NCCNS(=O)(=O)c1c(F)cccc1F)c1ccc2c(c1)OCCO2,nt,3,3%,-0.1%,-6%,nt,nt,nt,nt,5%,?
CC(C)C(=O)N1CCN(c2ccccc2NC(=O)c2ccc(Br)o2)CC1,nt,-6,1%,-1.0%,-4%,-6%,nt,nt,nt,-3%,2%
Cc1ccc(Nc2cc(C)nc(N3CCOCC3)n2)cc1,-1%,-4,-6%,-0.5%,4%,-2%,10%,4%,-8,1%,1%
O=C(CCc1nnc(CCC2CCCCC2)o1)NCCn1cccn1,1%,20,-2%,-0.3%,-5%,-9%,2%,10%,7,0%,8%

# Screening data from PubChem.
